# Rat MKP-3 inhibitors: inhibition of rat DUSP6 enzyme activity – biochemical, in vitro, primary screen (AID 425); recombinant MKP-3 phosphatase activity, fluorescence; higher % means a stronger effect; inhibition, % at 20 µM; hits with a dose series show IC50 in µM; hit rate 0.17% among 110,000; in the data active = inhibition above about 50%;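 note: plate controls were vehicle for no effect and reference inhibitor for full effect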
# Hsp70 displacement: Hsp70 inhibitors, probe displacement, primary screen, biochemical, fluorescence polarization (AID 583); Hsp70 fluorescence polarization probe displacement, mP; higher % means a stronger effect; one-dose displacement, % at 20 µM; IC50 in µM for titrated hits; hit rate 0.06% among 140,000; in the data active = displacement above about 50%;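 note: plate controls were vehicle for no effect and reference ligand for full effect; a part of the inactive calls stands beside numbers as strong as those of hits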
# Starred values were filed as active, the others as inactive; . = no result given; & = joins results of further samples.
canonical_smiles | Rat MKP-3 inhibitors | Hsp70 displacement
Cc1c(C(=O)NC(C)c2ccncc2)oc2ccccc12 (centres undefined) | 5% | 2.7%
O=C(CCN1C(=O)c2ccccc2C1=O)N1CCCCCC1 | -1% | 5.4%
CCn1nnnc1-c1ccc(OC)c(S(=O)(=O)Nc2ccc(OC)cc2)c1 | 0% | 5.0%
O=C(O)CC/C(=N\NS(=O)(=O)c1ccccc1)c1ccccc1 | 2% | 2.2%
CC1(O)CC(=O)C(C(=O)c2ccccc2)C(c2cccc([N+](=O)[O-])c2)C1C(=O)c1ccccc1 (centres undefined) | 2% | 1.2%
O=C(Nc1ccc(Cl)c(Cl)c1)N1CCSCC1 | . | 2.7%
CC1CC2=C(CC1/C=N/NC(N)=S)C(C)(C)CCC2 (centres undefined) | . | 0.0%
Cn1c(=O)c2c(nc(CN3CCN(C(=O)c4ccco4)CC3)n2CCc2ccccc2)n(C)c1=O | 4% | -3.5%
COc1cc(/C=N/Nc2cc(N3CCCCC3)nc(N3CCCCC3)n2)ccc1O | 1% | 3.4%
Cc1cc2ccccn2c1C(=O)c1ccncc1 | 0% | 5.1%
COc1ccc(CNS(=O)(=O)c2ccc(S(=O)(=O)N3CCCCC3)cc2)cc1 | 3% | 3.9%
O=CN1CCN(c2nc(-c3ccccc3)c3cc(Cl)ccc3n2)CC1 | 0% | 1.5%
COc1ccccc1N(CC(=O)NC(C)(C)C)S(=O)(=O)c1ccccc1 | 2% | 1.1%
CC(C)C1=NN2C(=N)/C(=C/c3ccc(-c4cccc([N+](=O)[O-])c4)o3)C(=O)N=C2S1 | 4% | 2.3%
CCn1c(SCc2nc(-c3ccc(Cl)cc3)no2)nnc1-c1ccco1 | . | -2.8%
COc1ccc(NC(=O)c2ccccc2[N+](=O)[O-])cc1Cl | -3% | 3.2%
COc1ccc(S(=O)(=O)N(CC(=O)N2CCOCC2)Cc2ccccc2)cc1C | . | 1.3%
COc1ccc(C2CC(c3cccc(Cl)c3)n3nc(N)nc3N2)cc1 (centres undefined) | -2% | -2.6%
CCOc1ccc(CCNC(=O)c2nnc(Cc3ccc(F)cc3)o2)cc1OCC | -5% | -1.9%
Cc1ccc(N(CC(=O)NC2CCCC2)C(=O)CCCC(=O)Nc2ccccn2)cc1C | -4% | -2.6%

# Structures shown so far containing a halogen:
canonical_smiles | Rat MKP-3 inhibitors | Hsp70 displacement
O=C(Nc1ccc(Cl)c(Cl)c1)N1CCSCC1 | . | 2.7%
O=CN1CCN(c2nc(-c3ccccc3)c3cc(Cl)ccc3n2)CC1 | 0% | 1.5%
CCn1c(SCc2nc(-c3ccc(Cl)cc3)no2)nnc1-c1ccco1 | . | -2.8%
COc1ccc(NC(=O)c2ccccc2[N+](=O)[O-])cc1Cl | -3% | 3.2%
COc1ccc(C2CC(c3cccc(Cl)c3)n3nc(N)nc3N2)cc1 (centres undefined) | -2% | -2.6%
CCOc1ccc(CCNC(=O)c2nnc(Cc3ccc(F)cc3)o2)cc1OCC | -5% | -1.9%

# Next compounds.
canonical_smiles | Rat MKP-3 inhibitors | Hsp70 displacement
Cc1ccc(-c2cc(C(=O)NC(C)C)c3ccccc3n2)c(C)c1 | -2% | 2.5%
CCOc1cc(C2C(C(=O)OCC(C)C)=C(C)N=C3SCCC(=O)N32)ccc1OC(C)=O (centres undefined) | 8% | 6.9%
COc1ccc(CC2S/C(=N\N=C\c3ccc(O)cc3)NC2=O)cc1 (centres undefined) | 2% | -2.2%
CCCCCCn1c(N2CCC(C(N)=O)CC2)nc2c1c(=O)n(C)c(=O)n2C | 1% | -4.0%
COC(=O)c1ccc(NC(=O)CSCc2ccccc2)cc1 | . | 5.2%
Cc1ccc(C)c(N2CCN(C(=O)CN(C)S(=O)(=O)c3cnc[nH]3)CC2)c1 | 0% | 8.8%
COC(=O)Nc1nnc(CCc2ccccc2)s1 | 1% | -2.4%
C=CCSc1nc(N)c(C#N)c(-c2ccc(C)cc2)c1C#N | -9% | -3.8%
Cc1n[nH]c(C)c1S(=O)(=O)N(CC(=O)Nc1ccc2c(c1)OCCO2)c1ccc(C(C)C)cc1 | -7% | -0.8%
COc1ccc(S(=O)(=O)N2CCOCC2)cc1C(=O)Nc1nc2ccccc2s1 | -9% | 11%
Cc1cc(C)c(S(=O)(=O)N2CCN=C2c2ccccc2)cc1C | . | 0.3%
Cn1c(Oc2ccccc2NCc2cc(Br)ccc2O)cc(=O)n(C)c1=O | -12% | -1.7%
COc1ccccc1NC(=O)c1c(NC(=O)c2cccc(C)c2)sc2c1CCC2 | -2% | -0.5%
CCCc1cc(C(=O)N(C2CCCCC2)C2CCCCC2)no1 | -3% | -7.7%
O=[N+]([O-])c1ccc(N2CCOCC2)c(Cl)c1N1CCOCC1 | -6% | -2.3%
Cc1nn(CC(=O)Nc2ccc3c(c2)nc(CN2CCCC2)n3C)c(=O)c2ccccc12 | -8% | -0.5%
CCOC(=O)c1[nH]c2ccc(C)cc2c1N=C(C)N(C)C | -6% | -3.2%
COc1ccc(CC(=O)Nc2cccc(-c3nnc(-c4ccc(C)cc4)o3)c2)cc1OC | -2% | 8.7%
Cc1ccc(N2C(=O)c3ccc(C(=O)O)cc3C2=O)nc1 | 0% | 0.4%
COc1ccc(N/C(C)=C/C(=O)c2ccc(F)cc2)cc1 | -4% | 2.0%

# The listing continues:
canonical_smiles | Rat MKP-3 inhibitors | Hsp70 displacement
COc1ccc(-c2nnnn2C)cc1S(=O)(=O)Nc1ccc(C)c(Cl)c1 | 3% | -0.3%
Cc1ccc(S(=O)(=O)Nc2ccc3nc(-c4cccn4C)[nH]c3c2)cc1 | 1% | 4.0%
COc1cc(/C=N/N=C2/NC(=O)C(CC(=O)Nc3cccc(Cl)c3Cl)S2)ccc1O (centres undefined) | 3% | -5.6%
O=C(/C=C/c1c[nH]c2ccccc12)c1ccc(Cl)cc1 | 0% | -8.7%
O=C(O)c1ccc(OCCn2ccnc2)cc1 | 8% | -3.0%
Cc1cccc(NC(=O)c2ccccn2)c1C | -17% | -2.6%
Cc1cccc(OCC(=O)N/N=C/c2c3ccccc3cc3ccccc23)c1 | 2% | 2.0%
CN(C)c1ccc(/C=N/NC(=O)c2ccco2)o1 | 2% | 1.9%
CSc1nnc(Cc2sc(-c3ccccc3)nc2-c2ccccc2)o1 | . | -0.8%
CCc1nc2sc(C)c(C)c2c(=O)n1CCO | 0% | 2.0%
CCOc1ccc(C(=O)Nc2ccc3ccccc3c2)cc1[N+](=O)[O-] | 4% | -2.8%
C=CC(=O)NC(NC(=O)C=C)c1ccc(OC)cc1 | 2% | 2.0%
Cc1ccc(NC(=S)NNC(=O)CCn2c3ccccc3c3ccccc32)cc1 | 0% | -1.0%
CN(C)c1ccc(CNCCC2CCOC(C)(C)C2)cc1 (centres undefined) | . | 1.5%
O=C(O)CCC(=O)NCc1ccc(Cl)cc1 | -1% | -3.7%
O=C(NCCCc1ccccc1)C(Sc1ccccc1)c1ccccc1 (centres undefined) | 4% | -2.4%
CN(C(=O)c1ccno1)c1nnc(-c2cccnc2)s1 | -8% | -0.5%
CCCn1c(SCC(=O)Nc2ccccc2N2CCCCC2)nc2c1c(=O)n(C)c(=O)n2C | -1% | 3.5%
Nc1c(S(=O)(=O)c2cccs2)c2nc3ccccc3nc2n1Cc1ccccc1 | . | 5.3%
c1ccc(-c2csc(N3CCCCCC3)n2)cc1 | -3% | -2.0%

# Continuation:
canonical_smiles | Rat MKP-3 inhibitors | Hsp70 displacement
O=C(O)CNC(=O)c1ccc(OC(F)F)cc1 | 5% | 4.2%
CCc1ccc(NC(=O)CSc2nnc(SCC(=O)Nc3ccc(CC)cc3)s2)cc1 | 0% | 2.9%
Cn1c(-c2ccccc2)cnc1SCC(=O)NCc1ccco1 | -5% | 2.9%
COc1cccc(-c2nnc(SCC(=O)N3CCCc4ccccc43)o2)c1 | -2% | 4.0%
CCN(CC)c1nc(Nc2ccccc2)nc(Oc2ccc(C(=O)OC)cc2)n1 | . | 0.4%
COc1ccc(NC(=O)C(c2ccccc2)N(C)C(=O)CNC(C)=O)cc1 (centres undefined) | . | 2.7%
O=C1N=C(N2CCCCCC2)S/C1=C\c1ccccc1 | 4% | -5.9%
COC(=O)c1cccc(NC(=O)c2cc3sccc3n2C)c1 | -7% | 6.7%
COc1ccc2c(c1)c(C(O)CN1CCN(Cc3ccc4c(c3)OCO4)CC1)c(C)n2C (centres undefined) | -7% | 5.1%
c1cnc(NCCNc2ncccn2)nc1 | -8% | 1.7%
CN1CCN(S(=O)(=O)c2ccc(N3CCN(S(=O)(=O)/C=C/c4ccccc4)CC3)nc2)CC1 | -7% | -8.7%
CCc1ccccc1N(CC)C(=O)CCc1nc(-c2ccc(C)cc2)no1 | -4% | 3.6%
O=C(Nc1cccc(Br)c1)C(=O)NC1CCCC1 | 1% | -1.5%
Cc1noc(C)c1CSc1nc2ccccc2s1 | 0% | 8.4%
Cc1nnc2ccc(N3CCN(C(=O)c4ccccc4)CC3)nn12 | -12% | -1.2%
O=C(c1ccc(-c2ccc([N+](=O)[O-])cc2)o1)N1CCOCC1 | 3% | 1.0%
C=C(C)Cn1c(C2CC(=O)N(c3ccccc3F)C2)nc2ccccc21 (centres undefined) | -12% | 1.7%
CCc1ccc(NC(=O)c2cc(CC(C)C)on2)cc1 | -13% | 0.2%
COc1ccc(-c2noc(CCC(=O)NCCN3CCN(c4ccccc4F)CC3)n2)cc1 | 5% | .
Cc1ccc(NC(=O)CN(c2ccccc2)S(=O)(=O)N(C)C)cc1C | . | -1.9%

# The results go on:
canonical_smiles | Rat MKP-3 inhibitors | Hsp70 displacement
CCCCOc1ccc(C(=O)C(CN2CCOCC2)c2ccccc2)cc1 (centres undefined) | . | 1.1%
Cc1cc(C(=O)N/N=C/C(Br)=C/c2ccccc2)n[nH]1 | 6% | -30%
Cc1cc(C(=O)N/N=C/c2c(C)nn(-c3ccccc3)c2C)n[nH]1 | 4% | 0.0%
C=CCOC(=O)C1=C(C)NC(=O)NC1/C=C/c1ccccc1 (centres undefined) | -8% | 5.0%
Cc1c(NC(=O)C(CC(=O)O)NCc2ccco2)c(=O)n(-c2ccccc2)n1C (centres undefined) | -1% | -1.7%
Cc1nc2c(c(C)nn2-c2ccccc2)c(C)c1C | -2% | -0.7%
CCn1c(-c2ccc(Cl)cc2)n[nH]c1=S | . | 1.3%
CC(=O)c1ccc(NC(=O)CCNS(=O)(=O)c2cccc3nonc23)cc1 | -6% | 0.3%
COC(=O)c1ccccc1S(=O)(=O)N(Cc1ccco1)Cc1cc2cc(OC)ccc2[nH]c1=O | 7% | -2.0%
CC1CCCC(NC(=O)c2ccc3c(=O)n(CC4CCCO4)c(=O)[nH]c3c2)C1C (centres undefined) | -2% | -2.2%
CC1=C(C(=O)OCCc2ccccc2)C(c2cc([N+](=O)[O-])ccc2Cl)C2=C(CCCC2=O)N1 (centres undefined) | 9% | -5.6%
CC(C)(C)C1CCc2[nH]c3ccccc3c(=O)c2C1 (centres undefined) | -10% | 2.0%
O=C(CSc1nc(-c2ccc(F)cc2)nc2c1Cc1ccccc1O2)Nc1ccc(C(=O)O)cc1 | 10µM* | .
S=C(Nc1ccccc1)N1CCn2c1nc1ccccc12 | . | -6.8%
O=C(CNc1ccc2ccccc2c1)N/N=C/c1ccc(Br)c([N+](=O)[O-])c1 | 6% | 0.6%
Oc1ccccc1/C=N/Nc1c(Cl)cc(Cl)cc1Cl | 0% | 7.2%
O=c1c2ccccc2oc2nc3n(c(=O)c12)CCCS3 | -13% | 5.2%
COC(=O)C1=C(C)NC(=O)CC1c1cccc(OC)c1OC (centres undefined) | -8%&0% | 8.7%&-5.4%
COc1cc(NS(=O)(=O)c2ccc(NC(=O)COc3ccc(C)cc3)cc2)nc(OC)n1 | 1% | 3.2%
COc1ccc(CNC(=O)Cn2nc(C(F)(F)F)c3c2CCC3)cc1 | -10% | -0.5%

# The listing continues.
canonical_smiles | Rat MKP-3 inhibitors | Hsp70 displacement
O=C(NC1CC2CCCC(C1)N2Cc1ccco1)NC12CC3CC(CC(C3)C1)C2 (centres undefined) | 0% | 2.2%
COc1ccccc1/C=C1\SC(=S)N(CC(=O)NNc2ccccc2)C1=O | 0% | 2.1%
CC1=C(C(=O)OC2CCCCC2)C(c2cccc([N+](=O)[O-])c2)C2=C(CCCC2=O)N1 (centres undefined) | -1% | -1.3%
CCN(CC)CCNC(=O)c1ccccn1 | -3% | 2.2%
CCOc1ccc(-c2nc(C#N)c(N3CCOCC3)o2)cc1 | -6% | 0.8%
O=S(=O)(NC1CCCC1)c1ccccc1Cl | -8% | 4.5%
COC(=O)C1=C(C)N(Cc2ccccc2)C(=O)/C1=C\c1cccs1 | 1% | 3.0%
CC1(C)CC(NC(=S)Nc2ccc([N+](=O)[O-])cc2)CC(C)(C)N1 | 2% | -4.7%
O=C(Cn1c(=O)n(Cc2ccco2)c(=O)c2c3c(sc21)CCCCC3)c1ccccc1 | . | -6.7%
CCOC(=O)CSC1=C(C#N)C(c2ccc3c(c2)OCO3)CC(=O)N1 (centres undefined) | 2% | 4.3%
CN1CCN(c2ccc3c4c(cccc24)C(=O)c2ccccc2-3)CC1 | -4% | -25%
CCOC(=O)c1ccc(NC(=O)COc2ccc(Br)cc2)cc1 | 4% | -1.9%
CC1=C(C(N)=O)C(c2cccc(O)c2)n2nc(CCCO)nc2N1 (centres undefined) | -10% | -2.8%
CC(C)Cc1nc2oc3c(NCCCN4CCOCC4)ncnc3c2c2c1CCC2 | . | 4.0%
O=C(C1CCCCN1S(=O)(=O)c1ccccc1)N1CCN(Cc2ccccc2)CC1 (centres undefined) | . | -1.0%
Cc1ccc(CCNC(=O)C2CCN(S(=O)(=O)N3CCCC3)CC2)cc1 | 3% | .

# Assay outcomes: PubChem BioAssay, Sanford-Burnham Center for Chemical Genomics

# An excerpt; count on the stated rates, not on these rows.
